Source: PubChem BioAssay (several laboratories)
Mot1-301 SUMO – inhibitors of SUMOylation pathway: yeast Mot1-301 growth rescue; 320,000 compounds, 1% hits; growth rescue, % at 18.8 µM; AID 2716; S. cerevisiae Mot1-301 growth rescue, ATP luminescence, 38.5C; percent above DMSO median, 100 means doubled;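 active means every valid replicate shows activation above 250% relative to neutral control wells; inactive means the rest, any valid replicate at or below 250%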;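 further: OY570 slx delta 5 strain wells were the positive control but not used for scaling; some compounds called inactive have numbers as strong as hits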
cardiac RTF act – increases calcium sensitivity of human cardiac regulated thin filaments. P19429+P45379. IANBD-labeled TnC RTF fluorescence at EC20 calcium; 0% EC20 calcium, 100% full calcium. activation, % at 7.2 µM. 340,000 compounds, 0.24% hits. AID 493008;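 active means activation above the mean over all tested compounds plus 3 SD, cut at about 30% in these data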;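 further: rise in fluorescence read as greater calcium sensitivity of cardiac thin filaments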
LANA DNA inh – inhibitors of KSHV LANA C-terminal domain DNA binding | MBP-C-LANA/FAM-LBS DNA binding, fluorescence polarization | inhibition, % at 9 µM | 340,000 compounds, 0.078% hits;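 active means highest replicate inhibition at or above 60% at 9 µM, even if other replicates fall short; inactive means all replicates below 60% inhibition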;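 further: 0% = neutral control wells and 100% = 4 µM acridine orange control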
Keap1 Nrf2 FP – Keap1-Nrf2 (human) interaction inhibition. Keap1 Kelch-Nrf2 peptide fluorescence polarization, 1536-well. inhibition, % at 9.4 µM. AID 504523. 340,000 compounds, 0.15% hits. Q14145; in the data active means inhibition above about 12%; inconclusive means no clear call, values can overlap the other calls; inactive means below about 7.3%;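 further: human Keap1 Kelch domain with fluorescein labeled Nrf2 9mer peptide probe; 0% = neutral control wells and 100% = peptide positive control; higher means more block of Keap1 binding to Nrf2 peptide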
Target sequence (Q14145 whole entry, looked up, the tested form may be a part): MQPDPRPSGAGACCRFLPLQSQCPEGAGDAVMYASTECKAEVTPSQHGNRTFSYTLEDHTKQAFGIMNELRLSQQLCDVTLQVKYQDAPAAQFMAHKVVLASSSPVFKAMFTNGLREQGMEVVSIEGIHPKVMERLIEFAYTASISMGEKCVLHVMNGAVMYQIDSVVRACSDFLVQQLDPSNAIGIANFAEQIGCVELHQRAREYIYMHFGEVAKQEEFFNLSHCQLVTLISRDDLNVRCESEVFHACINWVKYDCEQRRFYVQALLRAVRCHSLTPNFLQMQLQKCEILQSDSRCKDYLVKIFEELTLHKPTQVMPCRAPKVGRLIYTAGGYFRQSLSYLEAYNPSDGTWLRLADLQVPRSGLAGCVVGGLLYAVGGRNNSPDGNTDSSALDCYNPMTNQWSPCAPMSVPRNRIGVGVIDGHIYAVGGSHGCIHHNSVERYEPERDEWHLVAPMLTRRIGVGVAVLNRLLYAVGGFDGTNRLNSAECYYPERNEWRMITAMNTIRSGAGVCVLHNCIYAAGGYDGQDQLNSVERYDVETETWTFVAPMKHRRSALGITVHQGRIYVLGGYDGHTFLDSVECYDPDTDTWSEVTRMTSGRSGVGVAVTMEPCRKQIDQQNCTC
PfHsp90 set2 – inhibits growth of yeast expressing Plasmodium falciparum Hsp90 | S. cerevisiae expressing PfHsp90, BacTiter-Glo ATP, 48 h; yeast lacking PDR1 and PDR3 efflux regulators | inhibition, % at 9.4 µM | 310,000 compounds, 0.32% hits | AID 504621;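 active means every replicate shows inhibition above about 80%, whatever the replicate mean, limit read from the data; inconclusive means mean inhibition reaches the set limit but some replicate falls short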;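 further: 0% = DMSO neutral controls and 100% = 20 µM radicicol positive controls; yeast relying on Plasmodium falciparum Hsp90 in place of its own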
RTF Ca sens inh – cardiac RTF calcium desensitization; inhibition, % at 7.15 µM; AID 493244; IANBD-labeled cardiac RTF, Ca2+ fluorescence; 340,000 compounds, 0.12% hits; P19429+P45379;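 active means inhibition above the mean inhibition of all tested compounds plus 3 SD, cut at about 17% in these data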;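 further: assay run at fixed EC70 calcium of 1.6 mM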
NSD2 inh – blocks human histone methyltransferase NSD2; O96028; NSD2 peptide methylation, AlphaScreen, 120 min; inhibition, % at 12.5 µM; 310,000 compounds, 0.54% hits; in the data active means inhibition above about 50%
CDK5 inh – inhibitors of human CDK5/p35 kinase | Recombinant CDK5/p35, ADP-Glo luminescence, 60 min | AID 488839 | inhibition, % at 10 µM | 330,000 compounds, 0.01% hits | Q00535+Q15078;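 active means highest replicate inhibition of at least 50% and at least 75% of replicates reaching 50%; inconclusive means only one of the two criteria met; inactive means both criteria failed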;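 further: plate controls were DMSO neutral control for no effect and GW8510 at 10 µM for full effect; many of its hits are not listed in these tables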
Rtt109 HAT inh – blocks Candida albicans Rtt109/Vps75 acetyltransferase activity; purified Rtt109/Vps75, ThioGlo CoA-SH fluorescence, 4 h; 330,000 compounds, 0.16% hits; inhibition, % at 34.9 µM; AID 540336; Q5AAJ8;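 active means inhibition of at least 50% in every replicate; inconclusive means best replicate reaches 50% inhibition but some replicates fall short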
dFosB act – activators of mouse delta FosB homodimer | P13346 | purified delta FosB, TAMRA-CDK5 oligo fluorescence polarization; percent of positive-control signal above neutral wells | activation, % at 25 µM | 340,000 compounds, 0.99% hits | AID 493131;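 active means mean activation above about 17%, with every replicate also reaching it, limit read from the data, passing the limit was not always enough; inconclusive means only one of the two conditions met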;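 further: fluorescence polarization rise as delta FosB binds a TAMRA Cdk5 AP-1 oligo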
Target sequence (P13346 whole entry, looked up): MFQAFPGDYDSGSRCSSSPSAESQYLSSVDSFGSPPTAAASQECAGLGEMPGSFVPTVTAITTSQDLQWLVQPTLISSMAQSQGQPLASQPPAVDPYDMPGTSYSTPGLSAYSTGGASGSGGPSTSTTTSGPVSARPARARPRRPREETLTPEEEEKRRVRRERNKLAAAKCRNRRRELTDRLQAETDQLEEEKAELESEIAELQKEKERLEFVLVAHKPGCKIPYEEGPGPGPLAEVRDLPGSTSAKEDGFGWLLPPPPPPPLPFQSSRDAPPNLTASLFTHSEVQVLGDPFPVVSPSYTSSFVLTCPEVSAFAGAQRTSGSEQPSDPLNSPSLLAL
PvdQ acylase – P. aeruginosa PvdQ acylase inhibition. inhibition, % at 10 µM. 340,000 compounds, 0.063% hits. purified PvdQ acylase, fluorescence plate reader. AID 488965; in the data active means inhibition above about 30%, passing the limit was not always enough; inconclusive means no clear call, values can overlap the other calls;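 further: 0% = vehicle neutral wells and 100% = reference inhibitor wells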
* hit, by the source's call; ? = inconclusive; . = no result given. Compounds as they come, and some 3.2% of all compounds hit somewhere here.

(1) Cc1ccccc1-n1nc(C)c2cc(C(=O)N3CCN(S(=O)(=O)c4ccc(Cl)cc4)CC3)sc21
(2) CCOc1ccc(S(=O)(=O)N(CC)CC(=O)NCc2ccco2)cc1C
(3) NC(=O)c1cc(NC(=O)c2ccc(NS(=O)(=O)c3cccs3)cc2)cc(C(N)=O)c1
(4) COc1ccc(-c2c(C)n([O-])c3c([n+]2=O)CCCCC3)cc1OC
(5) Oc1ccc(-c2[nH]nc(-c3ccccc3)c2-c2nc3ccccc3[nH]2)cc1
(6) O=C(Nc1ccc(F)cc1F)c1cc2ncc(CCCl)cn2n1
(7) Cc1ccc(S(=O)(=O)N(CC(O)CN2CCOCC2)c2cccc([N+](=O)[O-])c2)cc1 (centres undefined)
(8) COc1cccc(NC(=O)CSc2nc3ncc(Br)cc3[nH]2)c1

compound no.	1	2	3	4	5	6	7	8
Mot1-301 SUMO	-12	47	49	436	-2	1	12	-2
cardiac RTF act	2	-3	5	5	-2	9	1	-2
LANA DNA inh	-0.5	-1.3	0.3	0.0	0.3	-0.7	0.1	0.2
Keap1 Nrf2 FP	-1	-5	-2	-2	-1	1	-6	-2
PfHsp90 set2	16	11	15	.	2	10	10	-6
RTF Ca sens inh	3	-7	-3	-9	-5	-1	-1	-2
NSD2 inh	-4	20	1	-4	0	-2	12	-2
CDK5 inh	1.8	1.2	0.9	-2.5	-0.3	-0.1	0.6	0.4
Rtt109 HAT inh	-14	3	5	2	14	-7	-14	-10
dFosB act	-3	-1	-5	3	-9	-10	-6	?
PvdQ acylase	-14	20	-4	3	-11	-17	-11	-3

Five of the entries above in order of the PvdQ acylase value, descending:
entry | SMILES | Mot1-301 SUMO | cardiac RTF act | LANA DNA inh | Keap1 Nrf2 FP | PfHsp90 set2 | NSD2 inh | CDK5 inh | Rtt109 HAT inh | dFosB act | PvdQ acylase
2 | CCOc1ccc(S(=O)(=O)N(CC)CC(=O)NCc2ccco2)cc1C | 47 | -3 | -1.3 | -5 | 11 | 20 | 1.2 | 3 | -1 | 20
4 | COc1ccc(-c2c(C)n([O-])c3c([n+]2=O)CCCCC3)cc1OC | 436 | 5 | 0.0 | -2 | . | -4 | -2.5 | 2 | 3 | 3
8 | COc1cccc(NC(=O)CSc2nc3ncc(Br)cc3[nH]2)c1 | -2 | -2 | 0.2 | -2 | -6 | -2 | 0.4 | -10 | ? | -3
5 | Oc1ccc(-c2[nH]nc(-c3ccccc3)c2-c2nc3ccccc3[nH]2)cc1 | -2 | -2 | 0.3 | -1 | 2 | 0 | -0.3 | 14 | -9 | -11
6 | O=C(Nc1ccc(F)cc1F)c1cc2ncc(CCCl)cn2n1 | 1 | 9 | -0.7 | 1 | 10 | -2 | -0.1 | -7 | -10 | -17

Additional compounds
(9) O=C(NCCn1cc(SCC(=O)N2CCOCC2)c2ccccc21)c1ccccc1
(10) CN(CCOc1ccccc1)S(=O)(=O)c1ccc2oc3ccccc3c2c1
(11) Cc1ccc(OCC(=O)NCCNC(=O)c2ccncc2)cc1
(12) CCn1cc(-c2csc(N)n2)c(C)n1
(13) CCOCCCNC(=O)C(NC(=O)Cc1c[nH]c2ccccc12)c1ccc(OC)cc1 (centres undefined)
(14) COc1ccc(S(=O)(=O)N2CCN(C/C=C/c3ccccc3)CC2)cc1NC(C)=O
(15) COc1ccc(C(C#N)Nc2ccc(C)cc2)cc1 (centres undefined)
(16) CN1CCN(P(=O)(c2ccccc2)c2nc3ccccc3s2)CC1 (centres undefined)

compound no.	9	10	11	12	13	14	15	16
Mot1-301 SUMO	49	-2	-3	23	-6	212	-12	-8
cardiac RTF act	-6	-4	0	0	-5	-4	4	2
LANA DNA inh	0.9	0.4	-0.2	0.0	-0.6	-0.6	0.1	1.0
Keap1 Nrf2 FP	-3	0	1	-6	-1	2	-1	-2
PfHsp90 set2	17	-17	-11	.	.	13	54	-9
RTF Ca sens inh	-3	8	-5	-4	8	-2	-3	0
NSD2 inh	.	0	0	-6	8	4	-2	22
CDK5 inh	0.5	-0.2	-3.2	-1.2	-0.1	-1.7	-1.4	1.0
Rtt109 HAT inh	-6	-4	6	-3	5	6	-26	0
dFosB act	-8	-7	2	1	-4	-7	-3	4
PvdQ acylase	5	1	5	-13	9	7	-12	9

(17) Cc1cc(OCc2cc(C(=O)N(C)CCc3cnn(C)c3)no2)cc(C)c1Cl
(18) CC(C)COCC(O)CCC(=O)NNC(=S)Nc1ccccc1 (centres undefined)
(19) COc1cccc(OC)c1C(=O)NC(C)c1ccccc1 (centres undefined)
(20) Cc1cc(C)cc(NC(=O)Cn2cc(C=O)c3ccccc32)c1
(21) N#CCCN(C(=O)COC(=O)c1ccc2c(=O)n3c(nc2c1)CCC3)c1ccccc1
(22) Cc1cc(C(=O)OCC(=O)Nc2nnc(C(C)C)s2)c2ccccc2n1
(23) O=C(NCCc1ccc(Cl)cc1)c1nnc(Cc2ccc(Cl)cc2)o1
(24) CC(=O)N(c1nc(CCl)cs1)c1c(C)cc(C)cc1C

compound no.	17	18	19	20	21	22	23	24
Mot1-301 SUMO	-11	1	14	8	-11	-1	-16	-17
cardiac RTF act	0	0	5	1	1	-1	2	-4
LANA DNA inh	-0.4	-0.4	-2.2	-1.8	-2.0	0.3	0.0	0.8
Keap1 Nrf2 FP	0	2	3	-4	0	1	-1	3
PfHsp90 set2	4	15	0	13	12	-12	1	-1
RTF Ca sens inh	1	12	-7	-8	-2	-8	-10	15
NSD2 inh	-4	-1	8	0	2	0	.	-1
CDK5 inh	-0.5	0.3	0.0	-0.2	-2.4	0.0	-0.3	2.0
Rtt109 HAT inh	-3	1	6	-2	-5	-2	-15	6
dFosB act	-10	0	2	-7	-5	-1	6	-3
PvdQ acylase	-7	4	-17	-11	-10	2	-23	10

(25) Cc1nnsc1-c1nc2ccccc2[nH]1
(26) O=C(O)C1(c2ccccc2)CCN(S(=O)(=O)c2ccc(Cl)cc2)CC1
(27) COc1ccc(S(=O)(=O)Nc2noc3ccccc23)cc1OC
(28) OCCC1CN(Cc2cnc(-c3ccccc3)s2)CCN1C1CCCCC1 (centres undefined)
(29) COc1ccc(-c2cn3cc(C(=O)NN)ccc3n2)cc1
(30) CCN(CC)c1ccc2c(c1)C(=O)N(C)C2=O
(31) Cc1nn(CCC(=O)NNC(=S)NCC(C)C)c(C)c1Br
(32) Cc1nc2c3ccccc3nc(NNC(=O)CCC(=O)NCCN3CCN(c4ccccc4F)CC3)n2n1

compound no.	25	26	27	28	29	30	31	32
Mot1-301 SUMO	269	0	-9	7	-24	-18	1	20
cardiac RTF act	4	-1	3	1	-8	4	3	-1
LANA DNA inh	-3.1	-2.1	-1.8	-1.8	-0.4	1.6	-0.9	1.4
Keap1 Nrf2 FP	-5	1	-6	-2	-1	-3	-4	6
PfHsp90 set2	-1	23	26	-24	0	17	-7	-15
RTF Ca sens inh	-7	0	-4	-17	12	-8	-5	5
NSD2 inh	-3	-4	-1	.	31	-10	-3	.
CDK5 inh	2.6	-1.2	0.8	-3.1	0.6	0.4	-0.2	-0.8
Rtt109 HAT inh	0	-11	-3	-5	-1	-13	4	-11
dFosB act	4	7	-5	-7	6	5	-5	-2
PvdQ acylase	-2	-5	-11	-13	-5	-7	-11	-3

(33) O=C1CC(NS(=O)(=O)c2cccnc2)CN1c1cccc(F)c1 (centres undefined)
(34) O=C(Nc1ccncc1)c1cc(S(=O)(=O)N2CCN(c3ccccc3)CC2)ccc1Cl
(35) COc1cc2c(c(OC)c1OC)-c1ccc(N(C)CC(OC)OC)c(=O)cc1[C@@H](NC(C)=O)CC2
(36) CC(CN1CCOCC1)OC(=O)c1ccc(Cl)cc1Cl (centres undefined)
(37) O=C(CN1C2=NCCCN2c2ccccc21)c1cccc(Br)c1
(38) OCC1(c2cc(C(F)(F)F)n[nH]2)CCCCC1
(39) CCOC(=O)CNC(=O)Cn1cnc2c(nnn2-c2ccccc2)c1=O
(40) CCc1ccc(NC(=O)N(CCN2CCOCC2)Cc2ccc3c(c2)CCCN3CC)cc1

compound no.	33	34	35	36	37	38	39	40
Mot1-301 SUMO	2	-6	31	12	.	146	6	-12
cardiac RTF act	7	-3	-5	-5	3	-3	5	2
LANA DNA inh	-0.8	-0.8	-2.2	0.7	0.4	0.4	-0.2	-0.1
Keap1 Nrf2 FP	-2	1	-1	1	-3	2	-2	0
PfHsp90 set2	23	10	14	-17	5	29	-3	6
RTF Ca sens inh	5	-3	-3	-1	6	-13	-5	-4
NSD2 inh	2	0	1	2	0	4	.	21
CDK5 inh	-4.4	0.8	1.0	0.2	0.9	1.4	-0.9	1.5
Rtt109 HAT inh	5	25	-1	3	-6	1	0	7
dFosB act	-1	-5	-9	4	-9	-2	4	-6
PvdQ acylase	-9	-7	-4	0	-8	-12	-9	2

Fetched by compound from the list above (2):
(5) Oc1ccc(-c2[nH]nc(-c3ccccc3)c2-c2nc3ccccc3[nH]2)cc1
(2) CCOc1ccc(S(=O)(=O)N(CC)CC(=O)NCc2ccco2)cc1C

compound no.	5	2
Mot1-301 SUMO	-2	47
cardiac RTF act	-2	-3
LANA DNA inh	0.3	-1.3
Keap1 Nrf2 FP	-1	-5
PfHsp90 set2	2	11
RTF Ca sens inh	-5	-7
NSD2 inh	0	20
CDK5 inh	-0.3	1.2
Rtt109 HAT inh	14	3
dFosB act	-9	-1
PvdQ acylase	-11	20

(list continues)
(41) CCOc1ccc2[nH]c(SCC(=O)OC)c([N+](=O)[O-])c2c1
(42) CCCN1CCN(C(c2cc3cc4c(cc3[nH]c2=O)OCO4)c2nnnn2C(C)(C)C)CC1 (centres undefined)
(43) Nn1c(SCC(=O)Nc2ccccc2)nnc1-c1cccnc1
(44) O=c1cc(N2CCc3ccccc3C2)[nH]c(=O)n1-c1ccc(Br)cc1

compound no.	41	42	43	44
Mot1-301 SUMO	67	-3	5	63
cardiac RTF act	14	2	-6	5
LANA DNA inh	1.8	0.2	-0.9	1.1
Keap1 Nrf2 FP	-2	-2	5	-2
PfHsp90 set2	-28	-28	19	-18
RTF Ca sens inh	8	-3	-5	-10
NSD2 inh	-5	3	2	.
CDK5 inh	-6.6	0.4	1.3	-2.8
Rtt109 HAT inh	-118	3	-5	-19
dFosB act	-11	-9	3	-6
PvdQ acylase	-15	-8	-9	-13

Taken from above.
entry 4 in Keap1 Nrf2 FP is listed with -2
entry 1 in Keap1 Nrf2 FP is listed with -1
